# Screening results from PubChem.
# HTRA1 inh: blocks human HTRA1 serine peptidase; recombinant HTRA1, FP-rhodamine activity-based probe, fluorescence polarization; Q92743; inhibition, % at 5.96 µM; actives 0.5% (n = 340,000); in the data active means inhibition above about 36%;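 further: 0% = enzyme with DMSO and 100% = wells lacking enzyme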
# Target sequence (Q92743 whole entry, looked up): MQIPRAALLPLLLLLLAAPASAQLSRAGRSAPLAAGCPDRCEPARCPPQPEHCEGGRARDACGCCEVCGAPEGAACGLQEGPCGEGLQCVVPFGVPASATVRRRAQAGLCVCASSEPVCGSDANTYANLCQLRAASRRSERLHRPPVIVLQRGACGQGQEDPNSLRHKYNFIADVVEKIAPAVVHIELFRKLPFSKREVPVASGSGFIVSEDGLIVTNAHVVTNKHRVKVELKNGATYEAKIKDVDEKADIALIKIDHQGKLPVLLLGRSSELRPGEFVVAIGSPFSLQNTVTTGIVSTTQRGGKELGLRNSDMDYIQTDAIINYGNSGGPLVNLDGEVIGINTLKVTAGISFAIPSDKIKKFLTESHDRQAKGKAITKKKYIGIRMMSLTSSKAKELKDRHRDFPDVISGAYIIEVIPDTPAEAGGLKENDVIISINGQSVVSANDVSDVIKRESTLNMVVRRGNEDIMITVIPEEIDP
# * hit, by the source's call.
SMILES,HTRA1 inh
O=C(Nc1ccc(-n2nncc2-c2ccco2)cc1)c1cc2ccccc2oc1=O,-10.7
C[C@@]12C(=O)Nc3cc(F)ccc3C(=O)N1[C@H]1c3ccccc3OC[C@@H]1[C@@H]2c1ccccc1,-49.2
Cc1onc(-c2ccccc2)c1C(=O)Nc1nnc(COc2ccc(Cl)cc2)s1,-43.1
CCOCCCNC(=O)/C(C#N)=C/c1cc(Br)c(O)c(Br)c1,-1.6
CC(NC(=O)C(NS(=O)(=O)c1cccc2nsnc12)C(C)C)c1ccccc1 (stereo unspecified),3.9
COC(=O)C1=C(C)NC2=C(C(=O)c3ccccc32)C1c1ccc(-c2ccc(C(=O)O)cc2)o1 (stereo unspecified),-0.9
CCOc1ccc(-c2cccc(NC(=O)COc3ccc(Cl)cc3)c2)nn1,-36.4
Cc1ccc2c(c1C)NC(C(=O)O)C1CC=CC21 (stereo unspecified),51.1*
N/C(=N\OC(=O)C1CCCCC1)c1cccc(Br)c1,7.3
Cc1ccc(-c2nc3ncccc3o2)cc1NC(=O)c1ccc([N+](=O)[O-])o1,-7.7
CCOC(=O)c1cc2c(=O)c3cc(C)ccc3oc2nc1C,-7.2
COc1ccc(-c2csc3ncnc(N4CCN(c5cccc(Cl)c5)CC4)c23)cc1,-2.2
Cc1ccc(C)c(NC(=O)C(Sc2ncnc3ccccc23)c2ccccc2)c1 (stereo unspecified),-3.1
Cc1c(Cl)cccc1NC(=S)N=Nc1c(O)n(CN2CCOCC2)c2ccccc12,1.0
CCN1c2ccccc2N(C)C1(C)c1ccccc1 (stereo unspecified),41.5*
NC(=S)NNC(=O)[C@@H]1CCCC[C@@H]1C(=O)O,-2.5
Cc1ccc(C)n1-c1sccc1C(=O)O,11.7
CCOC(=O)C1CCN(S(=O)(=O)c2ccc3c(c2)CCN3C(=O)C2CCC2)CC1,1.2
COc1ccccc1NS(=O)(=O)c1cc(NC(=O)c2ccc(Cl)nc2)ccc1N1CCCC1,-23.7
Nc1ncnc2c1ncn2[C@@H]1O[C@H](CNC(=O)[C@@H](N)COCc2ccccc2)[C@@H](O)[C@H]1O,1.2

# The list goes on, starting with the last 7 of the part before.
SMILES,HTRA1 inh
Cc1c(Cl)cccc1NC(=S)N=Nc1c(O)n(CN2CCOCC2)c2ccccc12,1.0
CCN1c2ccccc2N(C)C1(C)c1ccccc1 (stereo unspecified),41.5*
NC(=S)NNC(=O)[C@@H]1CCCC[C@@H]1C(=O)O,-2.5
Cc1ccc(C)n1-c1sccc1C(=O)O,11.7
CCOC(=O)C1CCN(S(=O)(=O)c2ccc3c(c2)CCN3C(=O)C2CCC2)CC1,1.2
COc1ccccc1NS(=O)(=O)c1cc(NC(=O)c2ccc(Cl)nc2)ccc1N1CCCC1,-23.7
Nc1ncnc2c1ncn2[C@@H]1O[C@H](CNC(=O)[C@@H](N)COCc2ccccc2)[C@@H](O)[C@H]1O,1.2
Cn1nc(C(=O)Nc2ccc3c(c2)OCCO3)cc1C(=O)O,-4.0
CCCCC1CCC(C(=O)Nc2ccc(S(=O)(=O)Nc3nccs3)cc2)CC1 (stereo unspecified),-34.3
COc1ccc(CC(C)N2CCN(Cc3ccccc3)CC2)cc1OC (stereo unspecified),1.8
Cc1cccc(C)c1NC(=O)CSc1nnc(-c2ccco2)c(-c2ccco2)n1,50.1*
O=C(c1ccccc1Oc1ccccc1)N1CCN(c2ccc(F)cc2)CC1,-7.4
Cc1ccc(C(C)C)c(OCC(=O)Nc2sc3c(c2C#N)CC(C)(C)NC3(C)C)c1,-1.4
O=C(O)CN1C(=O)/C(=C\c2cc(Br)ccc2OCc2ccc(Cl)cc2Cl)SC1=S,-52.5
CCOc1cc(/C=N/NC(N)=S)cc(Br)c1OCc1ccccc1C,-30.8
O=C(CC1Nc2ccccc2NC1=O)Nc1ccccc1 (stereo unspecified),4.0
CNC[C@@H]1Oc2ccc(NS(=O)(=O)c3ccc(OC)cc3)cc2CC(=O)N([C@H](C)CO)C[C@@H]1C,-7.5
CO[C@H]1CC[C@@]2(C)[C@@H](CC[C@@H]3[C@@H]2CC[C@@]2(C)[C@H]3C[C@H](C(=O)N[C@@H](CCCN=C(N)N)C(=O)NCC(=O)N[C@@H](CC(=O)O)C(N)=O)O[C@]23CCCO3)C1,5.8
O=C(NCCCc1ccccc1)c1ccc(F)cc1,0.9
CC(=O)c1nccs1,1.0
COc1cc(C(CCN2CCCC(C)C2)c2c(OC)cc(OC)c3c(-c4ccccc4)cc(=O)oc23)cc(OC)c1OC (stereo unspecified),-6.8
CCn1cnc2c1c(=O)[nH]c(=O)n2Cc1ccccc1,4.7
COc1ccc(-c2nc3ccccc3c(C(=O)Nc3ccc(S(=O)(=O)Nc4cc(C)on4)cc3)c2C)cc1,-28.2
C/C(=N\NC(=O)c1nnn(-c2nonc2N)c1CN(C)c1ccccc1)c1ccccn1,3.9
O=C(CCOc1ccccc1)Nc1ccccc1F,-0.6
CCOC(=O)[C@H]1[C@H]2COc3cc(OC)ccc3[C@@H]2N2C(=O)N(c3cccc(Cl)c3)C(=O)[C@@]12C,-39.9
Cc1ccc(NC(=O)CSCc2cc(=O)n3ccsc3n2)cc1,-1.8
CN1/C(=C/c2cc[n+](C)c3ccccc23)C=Cc2ccccc21,3.0
NCCCC[C@@H]1NC(=O)[C@H](CCC(=O)O)NC(=O)c2cc([N+](=O)[O-])cc(I)c2NCC[C@@H](C(N)=O)NC1=O,-2.8
Cc1ccc(S(=O)(=O)NCc2c(Cl)cccc2Oc2ccccc2)cc1,-26.2
Brc1ccc(C2Nc3cccc4cccc(c34)N2)o1,12.4
O=C(O)c1ccc(-n2c(-c3ccc(Br)cc3)n[nH]c2=S)cc1,0.5
Cc1ccc(Cl)cc1N1CCN(C2CCCCC2NS(=O)(=O)c2ccccc2)CC1 (stereo unspecified),4.6
CCCc1cc(C(=O)Nc2ccc(C(=O)c3ccc(F)cc3)cc2)n(C)n1,-51.8
COc1ccccc1N=c1oc2c(OC)cccc2cc1C(=O)NCc1ccco1,-1.2
COc1cccc(-c2sc3ccc(OC)cc3c2-c2ccc(OCCN3CCCCC3)cc2)c1,-28.5
CN1C(=O)/C(=C/c2ccco2)SC1=Nc1cccc(C(=O)O)c1,1.1
c1ccc(Sc2ncnc3c2oc2ccccc23)cc1,-16.2
Cc1occc1C(=O)NCc1cccc(CNC(=O)c2ccoc2C)c1,1.1
O=C(COc1ccccc1[N+](=O)[O-])Nc1ccccc1N1CCCCC1,-20.6
C[C@@]12C(=O)Nc3cc(Cl)ccc3C(=O)N1[C@H]1c3ccccc3OC[C@@H]1[C@@H]2c1ccccc1,-51.0
COc1ccc(C2c3c(nc[nH]c3=O)Oc3nc[nH]c(=O)c32)cc1,-0.3
COc1ccc(-n2c(=O)c3c4c(sc3n(CC(=O)NCc3ccco3)c2=O)CCC4)c(OC)c1,-8.9
CC(C)(C)c1ccc(C2=CC(c3ccccc3)n3ncnc3N2)cc1 (stereo unspecified),-17.8
CCCCCCCNC(=O)C1(CC2CC(c3cccc(Br)c3)=NO2)CCN(C(=O)Cc2ccc(F)cc2)CC1 (stereo unspecified),-68.8
COc1cccc(-c2c(C(=O)N/N=C/c3cccs3)nnn2-c2nonc2N)c1,-1.0
Cc1cc(C)cc(NC(=O)[C@H](NC(=O)[C@@H]2Cc3ccccc3CN2)c2ccccc2)c1,-20.6
COc1ccc(NC(=O)CSc2nc(N)c(C(=O)Nc3ccc(N(C)C)cc3)s2)cc1,0.6
Cc1cccc(COCC(Cc2ccccc2)N2CCN(C(=O)c3cc(Cl)cc(Cl)c3)CCC2=O)c1 (stereo unspecified),-42.6
Oc1ccc(N=C/C=C/c2cccc(Br)c2)cc1-c1nc2ccccc2s1,43.8*
Cc1ccc(C(=O)O/N=C(\N)Cc2cccs2)c(Cl)c1,-10.4
CCCCN(C)C(=O)c1cn(C)c2ccc(S(=O)(=O)N3CCC(C)CC3)cc2c1=O,5.6
COc1ccc2c(c1)[nH]c(=O)c1sc3ccccc3c12,-12.2
COCCN(C(=O)CSc1nnc(C)n1Cc1ccccc1)c1c(N)n(Cc2ccccc2)c(=O)[nH]c1=O,-1.8
Cc1c(Cc2ccccc2)sc(/N=C/c2ccc3ccccc3c2)c1C(N)=O,-25.9
O=S(=O)(c1cccc(C(F)(F)F)c1)N1CCN(S(=O)(=O)c2ccc3c(c2)OCCO3)CC1,-3.6
Nc1c(C(=O)NC2CCCC2)c2nc3ccccc3nc2n1/N=C/c1ccco1,2.4

# (listing goes on)
SMILES,HTRA1 inh
Cc1ccc(C)c(OC(=O)c2cccnc2)c1,-7.5
C/C(=N\NC(=O)CSc1ncccn1)c1ccc2c(c1)OCCO2,4.0
CCOC(=O)/C=c1\s/c(=C\c2ccc(C#N)cc2)c(=O)n1CC(=O)Nc1cccc(C)c1C,-1.9
O=C(c1noc2c1CCCC2)N1CCCC(N2CCN(c3ccccc3F)CC2)C1 (stereo unspecified),-2.6
C#CCOCCOCCOCCNc1nc(N2CCN(C(=O)CCCCCCCCCCNC(=O)[C@H](CCCCN)n3cc(CCO)nn3)CC2)nc(N2CCN(C(=O)CCCCCCCCCCNC(=O)[C@H](CCCN=C(N)N)n3cc(C[C@@H](C)CC)nn3)CC2)n1,-72.3
O=C(Oc1ccc(Br)cc1C(=S)N1CCCCC1)c1cc([N+](=O)[O-])cc([N+](=O)[O-])c1,-6.6
Nc1ncnc2c1ncn2[C@@H]1O[C@H](CNCc2ccccc2)[C@@H](O)[C@H]1O,6.8
CCC(CN(C)C)Oc1cc(NCc2ccccc2)c2ncn(C(C)C)c2c1 (stereo unspecified),11.0
O=S1(=O)C=C(Sc2nc3cc(Cl)ccc3o2)c2ccccc21,8.3
CN(Cc1ccccc1)C(=O)CCS(=O)(=O)c1ccc2c(c1)NC(=O)CS2,4.1
O=S(=O)(Nc1nc2ccc(Cl)cc2s1)c1cccs1,-4.3
CCOc1ccc(OC(=O)c2ccc3c(=O)n4c(nc3c2)CCC4)cc1,-13.5
O=C(C1CCCCC1)N1CCC(O)(c2ccc(Cl)cc2)CC1,-1.5
COCCNC(=O)[C@H]1C[C@@H]1[C@H](NP(=O)(c1ccccc1)c1ccccc1)c1ccccc1,-6.0
C=CCN=C1N[C@@H](c2ccccc2)C(C(=O)OC)=C(C)N1CC,-2.5
Cc1cc(C)n(-c2ccc(C(=O)OCC(=O)Nc3ccc(S(=O)(=O)N4CCCCC4)cc3)cc2)n1,-32.8
CCC(=O)Nc1ccc(-c2ccc(N3CCC(C)CC3)nn2)cc1,-1.8
CNC(CC(=O)c1ccc([N+](=O)[O-])cc1)C(Cl)(Cl)Cl (stereo unspecified),0.6
Cc1ccc2c(c1)c1c(n2CC(O)Cn2c(C)nc3ccccc32)/C(=N\O)CCC1 (stereo unspecified),-18.1
Cc1c(CCC(=O)N2CCC[C@H]2C(=O)O)c(=O)oc2cc3oc4c(c3cc12)CCCC4,-7.6

# Records listed so far marked active in HTRA1 inh.
SMILES,HTRA1 inh
Cc1ccc2c(c1C)NC(C(=O)O)C1CC=CC21 (stereo unspecified),51.1*
CCN1c2ccccc2N(C)C1(C)c1ccccc1 (stereo unspecified),41.5*
Cc1cccc(C)c1NC(=O)CSc1nnc(-c2ccco2)c(-c2ccco2)n1,50.1*
Oc1ccc(N=C/C=C/c2cccc(Br)c2)cc1-c1nc2ccccc2s1,43.8*

# Later entries:
SMILES,HTRA1 inh
COc1ccc(/C(N)=N/OC(=O)c2cccc([N+](=O)[O-])c2C)cc1OC,0.4
Cc1ccc(-c2csc(N3CCN(c4cc5c(cc4Cl)nc(-c4ccncc4)n5CCOCCO)CC3)n2)cc1,-9.4
Cc1ccc(-n2nc3c(=O)n(C(C)C(=O)NCCc4cccs4)nc(C)c3c2C)cc1 (stereo unspecified),-3.0
Cc1ccc(NCC(=O)c2ccc([N+](=O)[O-])cc2)cc1,3.4
C[C@H](CO)N1C[C@H](C)[C@@H](CN(C)CC2CCCCC2)Oc2c(NS(=O)(=O)c3cccs3)cccc2C1=O,-3.3
O=C(O)CC(c1ccc(F)cc1F)N1Cc2ccccc2C1=O (stereo unspecified),2.7
O=C1/C(=C/N(C(=O)c2ccco2)c2ccc(Br)cc2)Sc2ccccc21,-10.3
Cc1ccc(S(=O)(=O)c2cc3c(=O)n4cccc(C)c4nc3n(Cc3ccncc3)c2=N)cc1,-2.3
C#CCOCCOCCOCCNc1nc(N2CCN(C(=O)CCCCCCCCCCNC(=O)[C@H](CCCCN)n3cc(C[C@@H](C)CC)nn3)CC2)nc(N2CCN(C(=O)CCCCCCCCCCNC(=O)[C@H](CCCN=C(N)N)n3cc(C[C@@H](C)CC)nn3)CC2)n1,-89.0
COC(=O)c1ccc(NC(=O)c2ccc(NS(=O)(=O)c3cccc4cccnc34)cc2)cc1,-25.8
COc1cccc2sc(Nc3nc(-c4ccccn4)cs3)nc12,6.2
COC(=O)CCC(=O)OC1(C)C(=O)C2=CN(CCCOC(C)C)C(c3ccc(OC)cc3)=CC2=C(Br)C1=O (stereo unspecified),38.5*
CNC(=S)N(CCc1ccc(OC)c(OC)c1)C1CC(=O)N(c2ccccc2)C1=O (stereo unspecified),-1.1
COC(=O)C1=C(C)N(Cc2ccccc2)C(=NCCc2c[nH]c3ccccc23)N[C@H]1c1cccc(C(F)(F)F)c1,-6.2
COc1cccc(/C=N/NC(=O)c2nnn(-c3nonc3N)c2C(C)C)c1OCc1ccc(F)cc1,-56.6
COc1cc2c(cc1OC)CN(c1ccc(-c3ccccc3OC)nn1)CC2,-8.4
COCCCNC(=O)Cn1cnc2sc(C)c(S(=O)(=O)N3CC(C)CC(C)C3)c2c1=O (stereo unspecified),4.6
CCN(CC)C(=O)CSc1ncnc2c1nnn2-c1ccc(OC)cc1,-2.9
CC1Oc2ccccc2N(CC(=O)NCCN2CCOCC2)C1=O (stereo unspecified),5.2
O=C1/C(=C\c2ccccn2)SC(=S)N1Nc1ncc(C(F)(F)F)cc1Cl,-2.8
Cc1onc(C(=O)NC2CCCCC2)c1[N+](=O)[O-],0.0
CC(C)CCN(C)C1CCN(S(=O)(=O)c2cccc(C(F)(F)F)c2)CC1,1.7
O=C(Cn1c(=O)oc2cc(S(=O)(=O)N3CCCC3)ccc21)Nc1ccccc1Br,1.6
CC(=O)Oc1cc2cccc(OC(C)=O)c(=O)c2c(OC(C)=O)c1OC(C)=O,69.8*
Cc1ccc(OCCCCN2CCC(C)CC2)cc1,6.4

# This is a subset (hit frequency here may not be typical).
